TRPV1 agonist: HTS Assay for Compounds that Act as Agonists of the Vanilloid Receptor 1; 320,000 compounds, 0.19% hits; activation, % at 8.33 µM; TRPV1-expressing cells, Fluo-8 calcium influx, agonist mode; AID 540275, 2011; Transient receptor potential cation channel subfamily V member 1 (Homo sapiens), Q8NER1; in the data active = activation above about 80%; inconclusive = between about 30% and that limit; note: 0% is about no effect
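TRPV1-expressing cells were cultured overnight at 35.5C and loaded with Fluo-8 calcium dye for 40 to 90 min at room temperature. After a 10 s baseline, compound was added and calcium influx was read kinetically for 3 min (ex 480/em 520 nm).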
Mito fusion yeast: qHTS Assay for Small Molecule Inhibitors of Mitochondrial Division or Activators of Mitochondrial Fusion | S. cerevisiae fusion-defective mutant growth rescue, CellTiterGlo 48 h | Potency, µM (series often up to 46.1 µM), without a hit: at the top dose growth rescue (activation), most hits filed as activators | 320,000 compounds, 0.23% hits;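 note: potency is the fitted concentration of half-maximal effect; % of control where 0% means no effect; nearly all actives have a fitted effect of over 45% in size; temperature-sensitive fusion mutants such as fzo1-1 at 37 °C on non-fermentable ethanol glycerol medium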
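S. cerevisiae fusion-defective temperature-sensitive mutants (e.g. fzo1-1, mgm1-5) grown 48 h at 37C in YPEG (ethanol/glycerol non-fermentable) medium with 23 nl compound per well; growth rescue read as CellTiterGlo luminescence.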
TCR act: Activators of T cell receptors: qHTS campaign; Potency, µM (doses to about 9.22 µM), for the others: top-dose activation of IL-2 secretion, most hits filed as activators; 330,000 tested, under 10 active; primary human leukocytes, anti-CD3, IL-2 HTRF, 48 h; note: % of control where 0% means no effect
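1) Mix primary human leukocytes, a-CD3 beads and compound. 2) Incubate 48 hr. 3) Add HTRF IL-2 reagents (a-IL-2-K, a-IL-2-d2).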
TSHR antagonist: Antagonists of the Thyroid Stimulating Hormone Receptor: HTS campaign; Thyrotropin receptor (Homo sapiens), P16473; TSHR-expressing cells, TSH-stimulated cAMP HTRF, 2 h; stronger effect = lower value; activity change, negative = inhibition, % at 11.5 µM; 330,000 compounds, 0.2% hits; AID 504810, 2011;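 active = activity change below a set negative limit, meaning inhibition stronger than a set level, cut at about -70% in these data; inconclusive = activity change between two set negative limits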; note: % is set by controls: 0 for no effect and ±100 for the full control effect
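Read-out is FRET at 665 nm (cryptate excitation 337 nm) from a cryptate-tagged anti-cAMP antibody, competed by cell cAMP against cAMP-d2. Compounds are tested on freshly harvested TSHR cells challenged with 4nM TSH (EC80) for 2 hours at 37 deg C.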
hERG WT inh: qHTS for Inhibitors of KCHN2 3.1: Wildtype qHTS | Voltage-gated inwardly rectifying potassium channel KCNH2 (Homo sapiens), Q12809 | U2OS, BacMam KCNH2, thallium flux FluxOr; stronger effect = lower value | activity change, % at 1.84 µM | 340,000 compounds, 0.37% hits | AID 720551, 2013;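 active = maximum activity change below -70%; inconclusive = maximum activity change between -70% and -50%; inactive = maximum activity change above -50%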; note: % is set by controls: 0 for no effect and ±100 for the full control effect
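U2OS cells transduced with wild-type KCNH2 virus are loaded with FluxOr dye for 45 min, and thallium flux is measured in kinetic reads before and after stimulation buffer. Rate constants are normalized to DMSO controls.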
KCNH2 3.1 block: qHTS for Inhibitors of KCHN2 3.1: Mutant qHTS; U2OS KCNH2 3.1, thallium flux FluxOr; stronger effect = lower value; Potassium voltage-gated channel subfamily H member 2, brain isoform KCNH2 3.1 (human); 340,000 compounds, 0.95% hits; activity change, % (tested at about 1.8 µM);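 active = maximum activity change below -70%; inconclusive = maximum activity change from -70% to -50%; inactive = maximum activity change above -50%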;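 note: thallium influx rate constant from kinetic fluorescence after stimulation buffer; % is set by controls: 0 for no effect and ±100 for the full control effect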
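We transduce U2OS cells with the mutant 3.1 virus, culture them overnight, load FluxOr with Red40 quencher for 45 min, then add stimulation buffer and read kinetically for 2 min to derive a normalized rate constant.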
Eya2 inh: qHTS Assay for Inhibitors of the Phosphatase Activity of Eya2 | Protein phosphatase EYA2 (Homo sapiens), O00167 | recombinant Eya2, OMFP fluorescence dephosphorylation (OMFP is methylfluorescein phosphate) | Potency, µM (series often up to 76.9 µM), for the others: at the highest dose activity, negative = inhibition, usual class: inhibitors | 330,000 compounds, 0.006% hits | AID 488837, 2010; note: potency is the fitted concentration of half-maximal effect; % is set by controls: 0 for no effect and ±100 for the full control effect
Target sequence (O00167 whole entry, looked up): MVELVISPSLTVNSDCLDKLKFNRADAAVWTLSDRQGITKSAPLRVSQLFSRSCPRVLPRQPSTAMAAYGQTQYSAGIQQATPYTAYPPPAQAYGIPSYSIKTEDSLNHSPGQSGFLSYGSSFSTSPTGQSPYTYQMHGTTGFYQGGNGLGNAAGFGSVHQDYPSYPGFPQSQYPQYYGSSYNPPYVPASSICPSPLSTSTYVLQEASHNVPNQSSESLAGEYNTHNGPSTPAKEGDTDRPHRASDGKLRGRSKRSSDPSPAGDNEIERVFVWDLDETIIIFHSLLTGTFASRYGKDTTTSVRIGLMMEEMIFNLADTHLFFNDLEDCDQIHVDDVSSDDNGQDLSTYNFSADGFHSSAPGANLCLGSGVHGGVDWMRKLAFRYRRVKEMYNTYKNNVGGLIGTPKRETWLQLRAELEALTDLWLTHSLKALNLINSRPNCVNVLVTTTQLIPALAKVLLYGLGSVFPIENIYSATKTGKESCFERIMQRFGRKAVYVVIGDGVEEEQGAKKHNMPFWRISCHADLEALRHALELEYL
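Eya2 (0.2 uM) preincubated 10 min at ambient with compound, then OMFP substrate added at 50 uM; 10 min reaction in 50 mM HEPES pH 7.5, 50 mM NaCl, 5 uM MgCl2, 0.05% BSA, 1 mM DTT. Fluorescence read at Ex 485/Em 525 nm.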
ELG1 repair inh: qHTS screen for small molecules that inhibit ELG1-dependent DNA repair in human embryonic kidney (HEK293T) cells expressing luciferase-tagged ELG1; HEK293T ELG1-luciferase reporter, luminescence, 16 h; DNA damage induced by 5-fluorouridine; 330,000 compounds, 2.3% hits; Potency, µM (highest dose often 46.1 µM), without a hit: at the highest dose activity change, negative = inhibition, actives largely listed as inhibitors; AID 504467, 2011; note: potency is the fitted concentration of half-maximal effect; % is set by controls: 0 for no effect and ±100 for the full control effect; nearly all actives have a fitted effect of over 55% in size
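Luminescence from the luciferase reporter, measured 30 min after ONE-Glo reagent at room temperature, was the read-out. Beforehand, 2,000 cells per well were exposed for 16 hr at 37 °C to 5-fluorouridine together with compound or vehicle.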
USP2a block: qHTS Assay for Inhibitors of Ubiquitin-specific Protease USP2a Using CHOP2 as the Reporter; 330,000 compounds, 0.01% hits; USP2 core, Ub-CHOP2 coupled fluorogenic reporter, 485/531; Potency, µM (doses to about 38.3 µM), without a hit: at the top dose activity change, negative = inhibition, most hits filed as inhibitors; AID 463254, 2010; Ubiquitin carboxyl-terminal hydrolase 2 (Homo sapiens), O75604;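 note: potency is the fitted concentration of half-maximal effect; plate controls were DMSO wells for no effect and full inhibition by NEM control for full effect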
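Cell-free coupled assay: 10nM USP2 core preincubated 30min RT with compound in Tris-HCl pH 8.0/CaCl2/CHAPS buffer, then 25nM Ub-CHOP2 and 25nM reporter substrate; fluorescence (Ex 485/Em 531) read after 60min RT, normalized to NEM inhibition, concentration-response curves fitted.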
A-T KAP1 phos: qHTS Assay for Identifying a Potential Treatment of Ataxia-Telangiectasia. […] A-T fibroblasts, KAP-1 phosphorylation AlphaLISA; neocarzinostatin DNA damage 30 min before lysis. Potency, µM (titrated, usually from 57.5 µM), for the others: at the highest dose activation, most hits filed as activators. 320,000 compounds, 0.19% hits; note: potency is the fitted concentration of half-maximal effect; % of control where 0% means no effect; nearly all actives have a fitted effect of over 45% in size
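hTERT-immortalized A-T patient fibroblasts ([…]), 500 cells/well in OPTI-MEM, 1% FBS, got compounds for 60 min, then NCS for 30 min at 37C. Lysates were then assayed for phospho-KAP-1 by AlphaLISA (anti-pKAP1 donor, anti-KAP1 acceptor beads), 6 hr at 25C.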
Starred values were filed as active, the others as inactive; ? = inconclusive; · = not tested or not shown; [ ] = another dose, or the depositor's remark. Unless noted, calls come from the whole dose curve; as a rule, active = well fitted curve in the direction sought with a large enough effect; inconclusive = small, poorly fitted or top-dose-only effect, or another doubt; inactive = no such curve, though single readings can be large; an effect the other way counts as inactive or inconclusive. A portion of the library, so the mix of outcomes need not match the whole.

| cpd | SMILES | USP2a block | ELG1 repair inh | hERG WT inh | A-T KAP1 phos | Eya2 inh | TRPV1 agonist | TCR act | Mito fusion yeast | KCNH2 3.1 block | TSHR antagonist |
| --- | --- | --- | --- | --- | --- | --- | --- | --- | --- | --- | --- |
| 1 | CCOc1ccccc1OCC(=O)Nc1ccc2[nH]c(=O)[nH]c2c1 | 1% | 3% | -1 | 1% | -11% | 13 | -3% | 1% | -10 | -6 |
| 2 | CCCNC(=O)OCc1cccnc1Sc1ccc(C)cc1 | 0% | ? | 3 | 4% | -6% | 9 | -2% | -4% | -2 | 0 |
| 3 | COc1ccc(N/C(=N/c2nc(C)cc(C)n2)NC(=O)c2ccccc2)cc1 | 0% | 4% | -1 | -6% | ? | 14 | 8% | -6% | -1 | -7 |
| 4 | CS(=O)(=O)c1ccc(N2CCN(S(=O)(=O)c3cccs3)CC2)c([N+](=O)[O-])c1 | 1% | ? | 7 | -1% | 4% | -4 | · | -4% | -9 | 3 |
| 5 | Cc1ccccc1NC(=O)c1ccc(COc2ccc3c(C)cc(=O)oc3c2)cc1 | 1% | ? | -4 | -9% | 0% | 1 | -9%[46.1 µM] | 0% | -11 | 4 |
| 6 | CN(C)CCCNC(=O)c1ccc(CN(c2ccccc2)S(C)(=O)=O)cc1 | -1% | 0% | 10 | -8% | 3% | 2 | 4% | -7% | -5 | 3 |
| 7 | O=C(NC(=S)Nc1ccc2[nH]c(=O)[nH]c2c1)c1ccccc1Cl | 2% | 5% | -18 | 10% | 3% | 1 | -1% | -3% | 17 | 23 |
| 8 | C/C(=N\NC(=O)c1c(Cl)c(C)nn1C)c1ccc(NC(=O)C2CCC2)cc1 | 2% | -20% | -6 | 2% | 9% | 0 | -5% | -1% | 0 | -1 |
| 9 | CCOC(=O)/C(C#N)=C1/C=CNC(=O)N1 | 2% | -3% | 35 | 13% | 2%[15.4 µM] | -1 | 6% | 1% | -12 | 0 |
| 10 | CCN1C(=O)[C@H]2[C@@H](c3ccc(C)cc3)N3C(=O)N(c4cccc(Br)c4)C(=O)[C@@]3(CC(C)C)[C@H]2C1=O | 2% | 17% | 11 | 10% | -8% | 2 | 3% | 2% | 4 | 1 |
| 11 | Cc1cc(C(=O)OCC(=O)N(C)C2CCS(=O)(=O)C2)c(C)n1-c1ccccc1 (centres undefined) | 8% | ? | 3 | 2% | 8% | 4 | -7% | 1% | 4 | -4 |
| 12 | COc1ccc(N/C(N)=N/c2nc(C)c(Cc3ccccc3)c(=O)[nH]2)cc1 | -2% | 3% | 3 | -5% | -1% | 0 | -5% | 0% | 15 | 9 |
| 13 | CC1CCN(C(=O)CNC(=O)Cc2ccccc2)CC1 | 0% | ? | -4 | 4% | 7% | 1 | -1% | 2% | -1 | 6 |
| 14 | Cc1nn(CCC(=O)N2CCN(S(=O)(=O)c3ccc(Cl)cc3)CC2)c(C)c1C | -1% | -13% | -8 | 2% | -3% | 0 | 4% | 2% | 26 | -8 |
| 15 | Cc1cc(S(=O)(=O)NCc2cccnc2)ccc1F | 0% | -4% | -14 | -4% | -4% | 2 | 2% | 1% | 1 | 5 |
| 16 | Cc1cc(C)cc(-n2c(=O)c3ccccc3n(CC(=O)NCC3CCCO3)c2=O)c1 (centres undefined) | 1% | -4% | 3 | 3% | -4% | 3 | -1% | -3% | -3 | -13 |
| 17 | CCOC(=O)C1CCN(S(=O)(=O)c2ccc(Cl)cc2OC)CC1 | 2% | -4% | 0 | 5% | -31% | -1 | · | 1% | -29 | -8 |
| 18 | COc1ccc2ccccc2c1/C=N/NC(=O)c1nnn(-c2nonc2N)c1C(C)C | 2% | ? | 6 | 13% | 2% | 16 | 10% | -2% | ? | ? |
| 19 | CCN1C(=O)NC(c2cccnc2)C(C(=O)OC)=C1C (centres undefined) | -1% | -2% | 16 | -1% | -22% | -2 | -3% | -4% | -5 | -3 |
| 20 | COc1cccc(C(=O)N2CCC(n3nccc3NC(=O)C(OC)c3ccccc3)CC2)c1 (centres undefined) | 0% | 0% | -3 | -3% | -5% | 0 | 0% | 0% | -4 | 4 |
| 21 | COc1ccc(S(=O)(=O)N2CCCCC2)cc1NC(=S)Nc1ccccc1 | 2% | 0% | -3 | 3% | -3% | 1 | -5% | -1% | -24 | 1 |
| 22 | O=C(CCn1c(=S)oc2ccccc21)Nc1ccccc1F | 2% | 1% | 4 | -3% | -4% | 4 | -9% | 23% | -8 | 5 |
| 23 | COc1cccc(OCc2cc(C(=O)N(C)C3CC(C)(C)NC(C)(C)C3)no2)c1 | 1% | 27% | 11 | -9% | 8% | -4 | -2% | -1% | 3 | 9 |
| 24 | CCCCC(=O)Nc1nnc(CCOC)s1 | -1% | -13% | 12 | 12% | 12% | 3 | 3% | 2% | 3 | 18 |
| 25 | CSc1cccc(NC(=O)/C=C/c2ccc(Cl)cc2)c1 | 0% | ? | -5 | -6% | 0% | ? | -4% | -6% | 4 | -12 |
| 26 | Cc1ccc(C(=O)CSc2nnc(N)s2)c(C)c1 | -1% | ? | 5 | -1% | -2% | ? | -4% | 3% | -4 | 0 |
| 27 | c1ccc(-c2nnsc2Sc2ccccn2)cc1 | -3% | ? | -30 | 10% | 6% | 18 | 4% | 5% | 2 | -3 |
| 28 | CC(C)C[C@H](NC(=O)C1CC(=O)N(c2ccc3c(c2)OCO3)C1)C(=O)NCc1ccco1 (some centres undefined) | 2% | 3% | -18 | -23% | 0% | 1 | 9% | 1% | 5 | -13 |
| 29 | CCS(=O)(=O)n1nc(-c2ccccc2)nc1N | 0% | -3% | 1 | 6% | 10% | 2 | 0%[46.1 µM] | -1% | -12 | -7 |
| 30 | CCOc1cccc(N2C(=O)CC(N3CCN(c4ccc(S(=O)(=O)CC)cc4)CC3)C2=O)c1 (centres undefined) | -1% | 16% | 4 | -5% | 0% | 3 | 0% | -17% | 13 | 1 |
| 31 | O=C(CN1C(=O)c2ccccc2C1=O)NCCc1c[nH]c2ccccc12 | 3% | 0% | -15 | 1% | -1% | 1 | -7%[46.1 µM] | -4% | 4 | 0 |
| 32 | COC(=O)c1ccc2c(=O)[nH]c(COC(=O)CCC(=O)c3ccc(Cl)cc3)nc2c1 | 2% | 1% | 0 | 5% | -2% | -4 | 2% | -3% | -14 | · |
| 33 | CC(C)(C)C(=O)N1N=C(c2ccc(NS(C)(=O)=O)cc2)CC1c1cccs1 (centres undefined) | -7% | ? | -18 | 1% | -5% | 28 | 3% | 15% | 2 | 13 |
| 34 | Clc1ccc(CN2C3=NCCCN3c3ccccc32)c(Cl)c1 | 3% | -14% | -1 | -2% | ? | 3 | 3% | -3% | -94* | 4 |
| 35 | COc1ccc(-c2cc3ccccc3n2CC(O)CNC(CO)(CO)CO)cc1 (centres undefined) | 1% | 13% | -2 | -2% | 4% | -2 | 0% | -3% | -17 | -6 |
| 36 | COc1ccccc1NC(=S)N1CCC(C(=O)c2ccc(F)cc2)CC1 | 0% | -28% | -6 | -1% | 3% | 2 | 2% | -4% | 17 | 2 |
| 37 | CCCCCc1cc(=O)oc2c(C(CCN3CCCC(C)C3)c3ccc(N(C)C)cc3)c(OC)cc(OC)c12 (centres undefined) | 4% | ? | ? | -3% | -16% | 5 | 1% | -30% | -35 | 5 |
| 38 | O=C(Nc1nc(C2C3CC4CC(C3)CC2C4)cs1)c1cc2cc([N+](=O)[O-])ccc2oc1=O (centres undefined) | 0% | 14% | -2 | 0% | -10% | 1 | 3% | -14% | -25 | -2 |
| 39 | CC(=O)N1CCOc2ccc(S(=O)(=O)N3CC(C)CC(C)C3)cc21 (centres undefined) | 0% | 10% | -12 | 6% | 0% | 11 | -3% | -2% | 4 | -2 |
| 40 | O=C(N[C@@H](Cc1ccc(O)cc1)C(=O)O)c1cccnc1 | -2% | 5% | · | 22% | ? | -1 | -2% | -2% | · | -2 |
| 41 | COCCN1CN=C(Nc2nc3ccccc3o2)NC1 | -2% | 0% | 9 | -1% | -17% | -1 | 0% | 0% | -3 | 26 |
